G6PDH CS – L. mesenteroides G6PDH inhibition counter-screen; Purified L. mesenteroides G6PDH, diaphorase/resazurin coupled fluorescence, 45 min; inhibition, % at 5 µM; 0.12% of 200,000 active; in the data active = inhibition above about 50%
PMI act hi M6P – PMI (human) activation, high substrate; activation factor at 20 µM; coupled PMI enzyme assay, resazurin fluorescence, 20 min; hits give high values; 1 = untreated enzyme, 0 = substrate-free blank; 0.34% of 190,000 active;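 active = activation factor of 2 or more at 20 µM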
Target sequence (P34949 whole entry, looked up): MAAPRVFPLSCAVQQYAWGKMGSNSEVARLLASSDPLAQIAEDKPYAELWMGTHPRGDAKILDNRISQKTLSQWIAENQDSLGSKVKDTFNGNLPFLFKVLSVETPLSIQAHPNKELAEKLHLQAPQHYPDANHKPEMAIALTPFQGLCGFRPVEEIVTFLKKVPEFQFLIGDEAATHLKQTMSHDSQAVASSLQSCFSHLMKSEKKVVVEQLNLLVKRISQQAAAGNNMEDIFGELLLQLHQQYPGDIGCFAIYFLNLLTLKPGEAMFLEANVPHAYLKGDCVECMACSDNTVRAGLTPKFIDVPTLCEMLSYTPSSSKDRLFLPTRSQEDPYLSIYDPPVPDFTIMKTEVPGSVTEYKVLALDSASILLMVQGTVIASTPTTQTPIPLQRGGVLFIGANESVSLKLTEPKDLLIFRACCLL
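Material: human phosphomannose isomerase with PGI, G6PDH, diaphorase coupling enzymes; amount: PMI at 15 ng/mL final; also added: Mannose-6-phosphate 1.0 mM (near-saturating) plus 0.22 mM NADP+; incubation: enzyme reaction with compound 20 min at room temperature; signal: resorufin fluorescence (Ex 544/Em 590 nm) from resazurin via diaphorase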
ROMK mod – modulators of human ROMK potassium channel; P48048; 2% of 130,000 active; AID 1918; B-score at 10 µM; Tet-inducible ROMK, thallium flux fluorescence; actives lie on both sides;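 active = signal ratio slope over the read window, or its plate-corrected B-score, at least 3 SD from the plate mean, either direction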;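 also: B-score of the F/F0 ratio slope over 7 to 12 s after thallium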
Diaph inh CS – counter-screen for diaphorase-based assays: diaphorase inhibitors and chemical oxidizers. diaphorase resazurin-to-resorufin fluorescence, NADH, 16 min; bacterial (C. kluyveri) enzyme, not human. inhibition, % at 20 µM. 0.69% of 190,000 active;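 active = primary screen inhibition at 20 µM above a set limit, cut at about 50% in these data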;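 also: plate controls were DMSO with full reaction for no effect and wells lacking NADH for full effect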
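Detection: fluorescence of resorufin formed from resazurin, Ex 544/Em 590 nm; test system: Clostridium kluyveri diaphorase enzyme; amount: 0.14 U/mL diaphorase, enzyme working solution; times: 16-min room-temperature incubation before reading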
S1P3 antag – blocks the human S1P3 receptor; Q99500; CHO S1P3 NFAT-BLA reporter, FRET fluorescence, antagonist mode; inhibition, % at 4.98 µM; 0.27% of 170,000 active;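 active = inhibition above the plate cutoff, the mean inhibition of test wells on that plate plus 3 SD, cut at about 28% in these data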;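 also: cells challenged with S1P at its EC80 of 0.8 µM; blue over green emission ratio from cleaved BLA substrate after 4 h stimulation; 0% = S1P-stimulated wells and 100% = unstimulated DMSO-only wells; some compounds past the cut are filed as inactive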
SRC2 TRFRET art – flags TR-FRET format artefacts in PPARgamma SRC-2 recruitment agonist screen; TR-FRET artefact counter-screen; hits give high values; AID 1049; 0.4% of 200,000 active; TR-FRET ratio at 8 µM; in the data active = TR-FRET ratio above about 2000; also: inactives centre near 1500
PPARg SRC-3 ag – agonists of human PPARgamma SRC-3 coactivator recruitment; P37231; biochemical PPARgamma/SRC-3 coactivator recruitment assay; activation, % at 8 µM; 0.26% of 200,000 active; AID 731; in the data active = activation above about 23%;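 also: 0% = DMSO and 100% = reference agonist; some compounds past the cut are filed as inactive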
Target sequence (P37231 whole entry, looked up): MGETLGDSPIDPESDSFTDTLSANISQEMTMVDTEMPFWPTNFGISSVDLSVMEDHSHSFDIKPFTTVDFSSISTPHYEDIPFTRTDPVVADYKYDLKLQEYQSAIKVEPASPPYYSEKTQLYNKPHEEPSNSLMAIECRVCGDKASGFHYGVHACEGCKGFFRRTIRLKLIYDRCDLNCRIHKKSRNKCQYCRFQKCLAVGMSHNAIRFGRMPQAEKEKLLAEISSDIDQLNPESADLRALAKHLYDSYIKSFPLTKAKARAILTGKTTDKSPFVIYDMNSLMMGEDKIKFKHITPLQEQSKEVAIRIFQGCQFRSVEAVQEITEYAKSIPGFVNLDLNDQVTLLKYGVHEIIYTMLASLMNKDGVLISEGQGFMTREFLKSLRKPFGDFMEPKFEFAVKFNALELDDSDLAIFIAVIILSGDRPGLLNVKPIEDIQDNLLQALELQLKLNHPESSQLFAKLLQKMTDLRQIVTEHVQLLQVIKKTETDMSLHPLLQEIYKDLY
PPARg SRC-2 ag – PPARgamma-driven SRC-2 recruitment agonism. P37231. PPARgamma LBD-SRC-2 recruitment, biochemical. activation, % at 8 µM. 0.34% of 200,000 active. AID 1032; in the data active = activation above about 22%;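 also: 0% = vehicle and 100% = reference agonist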
PMI activator – activators of human phosphomannose isomerase | P34949 | purified human PMI, coupled resazurin fluorescence, 20 min; hits give high values; 1 = vehicle control, 0 substrate-free wells | activation factor at 20 µM | 0.005% of 190,000 active;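 active = activation factor of 2 or more at 20 µM, relative to plate controls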
Diaph act CS – counter-screen for diaphorase-based assays: diaphorase activators and chemical reducers; activation factor at 20 µM; 0.005% of 190,000 active; Diaphorase/resazurin coupled assay, resorufin fluorescence, 16 min; hits give high values; 1 = vehicle wells, 0 = NADH-free wells;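 active = diaphorase activity raised at least twofold by the compound at 20 µM; inactive = activation factor below 2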
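Material: bacterial diaphorase enzyme (C. kluyveri); amount: enzyme 0.07 U/mL final; reagent: NADH substrate 0.114 mM plus resazurin dye 0.1 mM, final; doses: single compound dose of 20 µM, 1% DMSO final; timing: 16 min enzyme reaction, ambient temperature; measured by: fluorescence of resorufin, 544 nm excitation, 590 nm emission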
PPARg SRC1 recr – PPARgamma-driven SRC-1 recruitment agonism; P37231; PPARgamma-SRC-1 coactivator recruitment biochemical assay; activation, % at 8 µM; 0.41% of 200,000 active; AID 631; in the data active = activation above about 19%;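 also: 0% = DMSO and 100% = reference agonist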
* marks the source's active call; other numbers are inactive results; . = not tested or not shown. Rows were taken by chance. Share with any hit: about 3.3%.

Sequence of screens – Diaph inh CS | PMI act hi M6P | S1P3 antag | PPARg SRC1 recr | ROMK mod | PPARg SRC-2 ag | PMI activator | Diaph act CS | G6PDH CS | PPARg SRC-3 ag | SRC2 TRFRET art
- CC(=O)CCc1c(C)c2cc(C)ccc2[nH]c1=O
→ 10 | 0.9 | -11 | -5 | . | 5 | 0.9 | 0.9 | 0 | 1 | 1660
- CCn1c(SC(=O)NC2CCCCC2)nnc1-c1cccs1
→ 16 | 1 | -17 | 24* | . | 22* | 0.9 | 0.8 | -18 | 29* | 1842
- CCn1c(=O)c([N+](=O)[O-])c(NCCc2ccccc2)c2ccccc21
→ 28 | 0.8 | . | 1 | . | 5 | 0.8 | 0.7 | 2 | 5 | 1334
- CCOC(=O)c1nnn(CC(=O)NC(=O)Nc2ccccc2)c1C(=O)OCC
→ 3 | 1.1 | -9 | 7 | -0.48 | 0 | 1.1 | 1 | 5 | -7 | 1315
- CCOC(=O)CSc1nc(-c2ccccc2)nc2ccc(F)cc12
→ 15 | 0.8 | . | 11 | -0.54 | 7 | 0.9 | 0.8 | 3 | 3 | 1679
- COc1ccc(NC(=O)c2cc3c(-c4ccc(OC)c(OC)c4)nn(C)c3s2)cc1OC
→ -10 | 1.1 | . | 6 | -0.6 | 6 | 1 | 1.1 | 5 | 0 | 1579
- Cc1cc2cc(C)c(NCCNC(=O)c3ccccc3Cl)nc2cc1C
→ -13 | 1 | 13 | 2 | -0.38 | 4 | 1.1 | 1.1 | -1 | -3 | 1650
- Cc1cccc(N2CCN(C(=O)C3CCN(S(=O)(=O)c4cnc[nH]4)CC3)CC2)c1C
→ 8 | 0.9 | -16 | 4 | . | 9 | 0.9 | 0.9 | 9 | 0 | 1607
- C=CCn1c(C)csc1=Nc1ccccc1C
→ -5 | 1.1 | -11 | 1 | 0.00097 | 8 | 1.1 | 1.1 | 8 | -1 | 1791
- N#Cc1ccc(OCC(O)CS(=O)(=O)c2ccccc2)cc1 (centres undefined)
→ 7 | 0.9 | 0 | 6 | -0.043 | 1 | 1 | 0.9 | 19 | -1 | 1520
- COc1ccc(C(=O)COC(=O)COc2ccc(C)c(C)c2)cc1
→ 19 | 0.9 | 17 | -3 | -0.1 | 1 | 0.9 | 0.8 | -1 | -1 | 1586
- CCS(=O)(=O)N1CCN(Cc2ccccc2OC)CC1
→ 5 | 1 | -23 | -1 | . | 8 | 1 | 1 | 22 | -8 | 1298
- CC(=O)Nc1ncc(Cc2ccc(Cl)cc2Cl)s1
→ -9 | 1 | -8 | 2 | 2.2 | 5 | 1 | 1.1 | 28 | 3 | 1663
- CC1CN(Cc2ccc(C#N)cc2Cl)CC(C)O1 (centres undefined)
→ 16 | 1.2 | -12 | 3 | 0.038 | 8 | 1.1 | 0.8 | 4 | 20 | 1681
- Cc1ccc(/C=N/NC(=O)Cc2c[nH]c3ccccc23)c(C)c1
→ 22 | 0.8 | . | -5 | . | 4 | 0.9 | 0.8 | 2 | -3 | 1502
- CCC(=O)N=c1sc2cc([N+](=O)[O-])ccc2n1CCOC
→ -13 | 1.2 | -6 | 10 | -0.018 | 6 | 1.3 | 1.1 | 15 | 2 | 1671
- O=C(Oc1c(Cl)cc(Cl)c2cccnc12)c1cccs1
→ 18 | 1 | . | -3 | 0.0095 | -1 | 1 | 0.8 | 11 | 0 | 1371
- Cc1ccc(-n2c3c(cc(C(=O)NC4CCSC4=O)c2=O)C(=O)CCC3)cc1 (centres undefined)
→ 14 | 0.9 | 15 | -2 | . | 5 | 0.9 | 0.9 | 7 | 0 | 1212
- Cc1cccc(NC(=O)CSc2ccc(-c3ccc4c(c3)OCO4)nn2)c1C
→ 3 | 1 | -4 | 4 | . | 4 | 0.9 | 1 | 9 | 2 | 1757
- CCOC(=O)CNC(=O)c1c(C)nn(-c2ccccc2)c1Cl
→ 4 | 0.9 | -5 | 8 | . | -4 | 0.9 | 1 | -6 | 3 | 1520
- Fc1ccc(NC(=S)NCCN2CCOCC2)c(F)c1F
→ -2 | 1.1 | 7 | 1 | -0.83 | 15 | 1.1 | 1 | 1 | 5 | 1703
- CC(C)(C)OC(=O)C(C)(C)O/N=C(\C(=O)O)c1csc(N)n1
→ 10 | 0.9 | 3 | 6 | 0.57 | 4 | 0.9 | 0.9 | 9 | 0 | 1585
- Cn1c(N)c(C(=O)COC(=O)C2CC(=O)N(Cc3ccccc3)C2)c(=O)n(C)c1=O (centres undefined)
→ -26 | 1.2 | -14 | 2 | 0.6 | 1 | 1.2 | 1.3 | -2 | 1 | 1611
- CC12CCC(O)CC1=CCC1C2CCC2(C)C1CCC21CCC(=O)O1 (centres undefined)
→ 22 | 0.8 | 0 | 3 | -0.93 | 1 | 0.9 | 0.8 | 1 | 0 | 1521
- COC(=O)c1ccc2c(=O)[nH]c(CSc3nc(C)cs3)nc2c1
→ 1 | 1 | -15 | 0 | -0.2 | -1 | 1 | 1 | 2 | -2 | 1596
- Cc1cccc(C)c1NC(=O)/C(C#N)=C/c1ccsc1
→ 17 | 0.8 | -1 | 0 | . | 8 | 0.8 | 0.8 | 13 | 2 | 1524
- O=C(O)CCC(=O)NNC(=O)COc1cccc(Cl)c1
→ 12 | 1 | -7 | 4 | -0.43 | -1 | 0.9 | 0.9 | 2 | 6 | 1800
- O=C(c1ccc(S(=O)(=O)N2CCCCC2)cc1)N1CCN=C1SCc1cccnc1
→ 20 | 1 | -2 | -5 | . | -6 | 1 | 0.8 | -2 | -2 | 1564
- O=C(OCC(=O)N1CCN(C(=O)c2ccco2)CC1)c1ccccc1OCc1ccc(Cl)cc1
→ 29 | 0.9 | -4 | -6 | 0.44 | 1 | 0.9 | 0.7 | 3 | -3 | 1555
- CCOC(=O)CC(NC(C)=O)c1ccc([N+](=O)[O-])cc1 (centres undefined)
→ 4 | 1 | -8 | 9 | 0.017 | 1 | 1 | 1 | -1 | -1 | 1654
- CCN(CC)C(=O)C(Sc1ccccc1)c1ccccc1 (centres undefined)
→ 16 | 0.9 | . | -1 | 1.2 | 2 | 0.9 | 0.8 | 0 | -9 | 1352
- CC1CN(Cc2cc(=O)[nH]c(C3CC3)n2)CC(C)O1 (centres undefined)
→ -10 | 1 | . | -4 | . | -2 | 1 | 1.1 | 20 | -2 | 1516
- CN1CCN(NC(=O)c2cccc(Br)c2)CC1
→ 9 | 1.1 | -13 | 4 | 1.3 | -5 | 1.1 | 0.9 | 2 | 4 | 1612
- CCOC(=O)c1ccc(Nc2cc(C)nc(-c3ccccc3O)n2)cc1
→ 3 | 1 | 7 | 10 | 0.51 | 5 | 1 | 1 | -22 | 0 | 1616
- CC(=O)Nc1ccc(NC(=O)Cn2c(-c3ccc(F)cc3)cnc2SCC(=O)Nc2c(C)cccc2C)cc1
→ 11 | 1 | . | 4 | . | 4 | 1 | 0.9 | 2 | -9 | 1359
- COC(=O)c1ccccc1NC(=O)N1CCN(Cc2ccco2)CC1
→ -2 | 1 | -10 | 2 | 0.03 | 7 | 1 | 1 | -3 | 2 | 1511
- C/C(=N/OC(=O)C1CC1c1ccccc1)c1ccccc1 (centres undefined)
→ 2 | 1 | -13 | -2 | . | -5 | 1 | 1 | 6 | -3 | 1473
- Cc1ccc(-c2nc(CSc3nc4ccccc4c(=O)n3C)cs2)cc1
→ 2 | 1 | -11 | 1 | . | 0 | 0.9 | 1 | -3 | 0 | 1713
- CCCNS(=O)(=O)c1ccc(OC)c(Cl)c1Cl
→ 4 | 1.1 | . | 2 | -0.97 | 8 | 1 | 1 | 6 | -6 | 1732
- COc1ccc(NC(=O)CCS(=O)(=O)c2ccc(OC)cc2)cc1
→ 14 | 1.1 | . | 2 | . | -2 | 0.9 | 0.9 | -16 | 2 | 1478
- CCOc1ccc(C2Nc3cccc4cccc(c34)N2)cc1OC
→ 65* | 0.7 | . | 9 | -0.44 | 18 | 0.9 | 0.3 | 13 | 24 | 1461
- Cc1ccc(S(=O)(=O)N(CCCN2CCCC2=O)Cc2cc3c(C)ccc(C)c3[nH]c2=O)cc1
→ -10 | 1.2 | . | 10 | . | -4 | 1.1 | 1.1 | 8 | -9 | 1502
- COC(=O)C(O)(CC(=O)Nc1cc(Cl)ccc1Cl)C(F)(F)F (centres undefined)
→ 7 | 1 | . | 1 | 0.069 | 7 | 1 | 0.9 | 6 | 0 | 1517
- COc1ccc(-n2c(SCC(=O)NC3CCCCC3)nc3ccsc3c2=O)cc1
→ 17 | 0.9 | . | -7 | . | -1 | 1 | 0.8 | -2 | -2 | 1515
- Cc1ccccc1NC(=O)/C(C#N)=C\c1cccnc1
→ 18 | 1 | . | 11 | . | 3 | 0.9 | 0.8 | -9 | 3 | 1538
- Cc1nn(Cc2ccccc2)c(C)c1NC(=O)c1noc2c1CCc1ccccc1-2
→ 19 | 0.8 | . | 6 | . | -4 | 0.9 | 0.8 | -5 | 2 | 1631
- CC(C)c1cc(CN2CCN(Cc3ccc(F)c(F)c3)C(CCO)C2)[nH]n1 (centres undefined)
→ 17 | 1 | 0 | 8 | -1.3 | -2 | 0.9 | 0.8 | 2 | 4 | 1757
- CCOC(=O)c1sc(N)c(C(N)=O)c1C
→ 1 | 1 | -14 | -1 | 0.38 | -1 | 0.4 | 1 | 8 | -1 | 1497

Among those listed so far, these contain an aryl thioether with sulfur outside any ring:
Sequence of screens – Diaph inh CS | PMI act hi M6P | S1P3 antag | PPARg SRC1 recr | ROMK mod | PPARg SRC-2 ag | PMI activator | Diaph act CS | G6PDH CS | PPARg SRC-3 ag | SRC2 TRFRET art
- CCOC(=O)CSc1nc(-c2ccccc2)nc2ccc(F)cc12
→ 15 | 0.8 | . | 11 | -0.54 | 7 | 0.9 | 0.8 | 3 | 3 | 1679
- Cc1cccc(NC(=O)CSc2ccc(-c3ccc4c(c3)OCO4)nn2)c1C
→ 3 | 1 | -4 | 4 | . | 4 | 0.9 | 1 | 9 | 2 | 1757
- COC(=O)c1ccc2c(=O)[nH]c(CSc3nc(C)cs3)nc2c1
→ 1 | 1 | -15 | 0 | -0.2 | -1 | 1 | 1 | 2 | -2 | 1596
- CCN(CC)C(=O)C(Sc1ccccc1)c1ccccc1 (centres undefined)
→ 16 | 0.9 | . | -1 | 1.2 | 2 | 0.9 | 0.8 | 0 | -9 | 1352
- CC(=O)Nc1ccc(NC(=O)Cn2c(-c3ccc(F)cc3)cnc2SCC(=O)Nc2c(C)cccc2C)cc1
→ 11 | 1 | . | 4 | . | 4 | 1 | 0.9 | 2 | -9 | 1359
- Cc1ccc(-c2nc(CSc3nc4ccccc4c(=O)n3C)cs2)cc1
→ 2 | 1 | -11 | 1 | . | 0 | 0.9 | 1 | -3 | 0 | 1713
- COc1ccc(-n2c(SCC(=O)NC3CCCCC3)nc3ccsc3c2=O)cc1
→ 17 | 0.9 | . | -7 | . | -1 | 1 | 0.8 | -2 | -2 | 1515

Source: PubChem BioAssay (several laboratories)
